Compound activity deposited in PubChem by several laboratories.
MOR-DOR inv ag: inverse agonists of human mu-delta opioid receptor heterodimerization | P35372+P41143 | cell-based MOR-DOR heterodimer luminescence, inverse agonism | inhibition, % at 9.3 µM | actives 0.21% (n = 340,000) | AID 504357; in the data active = inhibition above about 22%, passing the limit was not always enough;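 note: 0% = cells with DMSO and 100% = wells without cells with DMSO; values of inactives mirror those of a sister screen read the other way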
Target sequence (P35372 whole entry, looked up): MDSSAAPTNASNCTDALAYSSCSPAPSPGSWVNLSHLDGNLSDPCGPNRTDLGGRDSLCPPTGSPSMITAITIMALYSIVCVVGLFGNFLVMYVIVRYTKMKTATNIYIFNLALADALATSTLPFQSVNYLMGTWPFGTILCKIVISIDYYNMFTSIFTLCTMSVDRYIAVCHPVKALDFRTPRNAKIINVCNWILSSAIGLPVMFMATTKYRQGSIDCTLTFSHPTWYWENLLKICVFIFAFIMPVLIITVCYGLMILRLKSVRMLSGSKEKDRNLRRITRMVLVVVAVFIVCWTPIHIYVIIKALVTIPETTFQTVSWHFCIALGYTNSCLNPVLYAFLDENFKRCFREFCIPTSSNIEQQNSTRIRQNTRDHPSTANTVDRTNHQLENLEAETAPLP
Target sequence (P41143 whole entry, looked up): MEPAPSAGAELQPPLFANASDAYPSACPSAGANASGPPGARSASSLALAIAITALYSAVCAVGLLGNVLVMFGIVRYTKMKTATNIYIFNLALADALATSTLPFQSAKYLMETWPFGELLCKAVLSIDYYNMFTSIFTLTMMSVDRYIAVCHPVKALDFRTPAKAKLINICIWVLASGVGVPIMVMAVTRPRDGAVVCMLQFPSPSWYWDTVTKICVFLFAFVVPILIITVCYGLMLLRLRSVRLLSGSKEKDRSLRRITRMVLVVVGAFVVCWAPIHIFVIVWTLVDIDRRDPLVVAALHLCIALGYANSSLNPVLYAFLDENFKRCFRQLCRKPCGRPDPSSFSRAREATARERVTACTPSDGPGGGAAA
CAL PDZ FP: blocks peptide binding to the human CAL PDZ domain; Q9HD26; purified CAL PDZ, TMR-peptide fluorescence polarization, 1 h; inhibition, % at 24.9 µM; actives 0.92% (n = 300,000);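 active = mean inhibition of at least 30% with at least half of replicates also reaching 30%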;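 note: 0% = DMSO neutral control and 100% = excess unlabeled competitor peptide PRC23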
cardiac RTF act: cardiac RTF calcium sensitization | P19429+P45379 | actives 0.24% (n = 340,000) | activation, % at 7.2 µM | IANBD-labeled TnC RTF fluorescence at EC20 calcium; 0% EC20 calcium, 100% full calcium | AID 493008;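 active = activation above the mean over all tested compounds plus 3 SD, cut at about 30% in these data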;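 note: rise in fluorescence read as greater calcium sensitivity of cardiac thin filaments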
V-ATPase pHluor: yeast V-ATPase proton transport regulation by pHLuorin | S. cerevisiae, pHLuorin cytosolic pH fluorescence | response, % at 10 µM | actives 0.37% (n = 350,000) | AID 504577; in the data active = response mostly above about 7.3%, no sharp cut-off; inactive = mostly below about 5.4%; note: actives read high; inactives centre near 0; some compounds called inactive have numbers as strong as hits; reference of the scale not given here
Cardiac RTF inh: cardiac RTF calcium desensitization. IANBD-labeled cardiac RTF, Ca2+ fluorescence. actives 0.12% (n = 340,000). P19429+P45379. inhibition, % at 7.15 µM;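 active = inhibition above the mean inhibition of all tested compounds plus 3 SD, cut at about 17% in these data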;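 note: assay run at fixed EC70 calcium of 1.6 mM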
LANA DNA inh: KSHV C-LANA DNA binding inhibition; MBP-C-LANA/FAM-LBS DNA binding, fluorescence polarization; inhibition, % at 9 µM; actives 0.078% (n = 340,000); AID 504423;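 active = highest replicate inhibition at or above 60% at 9 µM, even if other replicates fall short; inactive = all replicates below 60% inhibition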;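 note: 0% = neutral control wells and 100% = 4 µM acridine orange control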
MOR-DOR ag: agonists of human mu-delta opioid receptor heterodimerization. actives 0.3% (n = 340,000). cells, OPRM1-OPRD1 heterodimerization, luminescence. P35372+P41143. activation, % at 9.3 µM. AID 504326; in the data active = activation above about 18%;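 note: 0% = vehicle-treated cells and 100% = reference agonist; values of inactives mirror those of a sister screen read the other way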
HTR5A inv ctr: HTR5A inverse agonism, opioid heterodimer counter-screen | AID 504634 | P47898 | actives 0.083% (n = 340,000) | inhibition, % at 9.3 µM | HTR5A cell line, luminescence; in the data active = inhibition mostly above about 23%, no sharp cut-off; inactive = mostly below about 18%;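 note: 0% = cells with DMSO and 100% = no-cell wells with DMSO; some compounds called inactive have numbers as strong as hits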
HTR5A ag ctr: activates human HTR5A in OPRM1-OPRD1 agonist counter-screen. AID 504692. activation, % at 9.3 µM. HTR5A agonist assay, luminescence, cell-based. actives 0.61% (n = 340,000). P47898; in the data active = activation mostly above about 9.5%, no sharp cut-off; inactive = mostly below about 7.6%;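 note: 0% = cells with vehicle only and 100% = reference agonist; strong numbers were not always called active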
Keap1 Nrf2 FP: Keap1-Nrf2 (human) interaction inhibition; Q14145; actives 0.15% (n = 340,000); AID 504523; Keap1 Kelch-Nrf2 peptide fluorescence polarization, 1536-well; inhibition, % at 9.4 µM; in the data active = inhibition above about 12%;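 note: human Keap1 Kelch domain with fluorescein labeled Nrf2 9mer peptide probe; 0% = neutral control wells and 100% = peptide positive control; higher means more block of Keap1 binding to Nrf2 peptide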
* hit, by the source's call; i = inactive; / = no result given; & = joins results of further samples.

SMILES | MOR-DOR inv ag | CAL PDZ FP | cardiac RTF act | V-ATPase pHluor | Cardiac RTF inh | LANA DNA inh | MOR-DOR ag | HTR5A inv ctr | HTR5A ag ctr | Keap1 Nrf2 FP
Cc1ccc(OCC(=O)NNC(=O)c2ccc(-n3cncn3)c([N+](=O)[O-])c2)cc1 | 2 | -3 | 1 | -1 | -10 | 0.9 | -0.3 | -2 | 1 | 6
Cc1ccc(O)c(CCc2ccccc2)n1 | 12 | 0 | -3 | 5 | 5 | 0.0 | -2.3 | 18 | -4 | -1
COc1cc([N+](=O)[O-])cc2cc(C(=O)N3CCN=C3c3ccccc3)c(=O)oc12 | 10 | -9 | -3 | -1 | -18 | 1.5 | -1.9 | -7 | 0 | 0
CCOCCn1c(-c2ccc(OC)cc2)nc2ccccc21 | 21 | / | 4 | 2 | -5 | 2.4 | -4.1 | -12 | 4 | -3
Cc1ccc(-c2nnn(CC(=O)N(c3ccc(F)cc3)C(C(=O)NC3CCCC3)c3ccco3)n2)o1 (configuration not stated) | -9 | -8 | -4 | 1 | 1 | 0.5 | 1.7 | 17 | 4 | -6
O=C1Nc2ccc([N+](=O)[O-])cc2OC1CCN1CCN(c2ccccc2)CC1 (configuration not stated) | -7 | -4 | 3 | -1 | -1 | 0.7 | 1.4 | -10 | 4 | -1
Cc1cccc(/C(N)=N/OC(=O)c2ccc(F)cc2)c1 | -24 | -2 | 15 | -1 | -9 | -1.0 | 4.6 | -14 | 4 | 0
CC1CCN(C(=S)Nc2cccc(S(=O)(=O)N(C)C)c2)CC1 | 15 | -3 | 0 | 1 | -8 | -1.2 | -3.1 | -14 | 7 | -6
O=C(O)c1ccccc1NS(=O)(=O)c1cccc2cccnc12 | -14 | -3 | 10 | -1 | 1 | 2.4 | 2.5 | -12 | 4 | -6
Cc1cc(C)c(C)c(Cn2c(CO)nc3ccccc32)c1C | -8 | 0 | 3 | -3 | -2 | -0.3 | 1.4 | -1 | 10 | -3
CCOc1cc(CN2CCN(S(=O)(=O)Cc3ccccc3)CC2)ccc1OC | -1 | -3 | 2 | -2 | -5 | -0.5 | 0.2 | 10 | -3 | 1
Cc1ccccc1N(C(=O)CNC(=O)c1cccs1)C(C(=O)NC1CCCC1)c1ccncc1 (configuration not stated) | 17 | -6 | -5 | 2 | -2 | -0.3 | -2.7 | 16 | 1 | 2
CC(=O)Nc1cccc(NC(=O)c2cccc(OCc3ccccc3)c2)c1 | -2 | -12 | -6 | 3 | -4 | 0.0 | 0.4 | -2 | 1 | -3
CC(C)CN1CCNC(=O)C1CC(=O)NCCc1ccc(C(F)(F)F)cc1 (configuration not stated) | 14 | 5 | -4 | 1 | 4 | -0.6 | -2.8 | 3 | -1 | -3
COC(=O)c1ccc(NC(=S)NCCCN2CCCC2=O)cc1 | -8 | -2 | 2 | 2 | -8 | -0.4 | 1.5 | -13 | 4 | -1
O=C(N/N=C\c1ccc(Cl)cc1)c1sccc1-n1cccc1 | -11 | -2 | 1 | -3 | 5 | 0.5 | 2.5 | -9 | -1 | -2
Cc1c(F)cccc1NS(=O)(=O)c1ccc(N2CCCC2=O)cc1 | -3 | / | -7 | -3 | 2 | -1.3 | 0.6 | -6 | 2 | -7
CCc1nc2oc3ccccc3c(=O)c2c(=O)n1Cc1ccc(OC)cc1 | 7 | -7 | 0 | -5 | -4 | -1.5 | -1.4 | 24 | 3 | 1
Cc1cc(N)cc(C)c1-c1c(Br)cc(N)cc1Br | 19 | 0 | 9 | -3 | 1 | 0.4 | -3.9 | 11 | -3 | 2
COc1ccc(-c2cc(C(F)(F)F)c(C#N)c(=O)[nH]2)cc1 | 17 | -6 | 3 | 1 | 1 | 2.9 | -3.4 | -20 | 7 | 2
Cc1ccc(-c2cc(C(=O)N/N=C/C(Br)=C/c3ccccc3)n[nH]2)o1 | -4 | 5 | 5 | -1 | 9 | -0.5 | 0.9 | 10 | -13 | -6
CCOc1cc(N2CCOCC2)c(OCC)cc1NC(=O)CN1C(=O)NC(C)(C2CC2)C1=O (configuration not stated) | 6 | / | 1 | -1 | 1 | -0.3 | -1.2 | -35 | 1 | 0
Cc1[nH]c(=O)c(C(=O)c2ccccc2O)cc1C(=O)O | 11 | -1 | 8 | -1 | 1 | -0.9 | -2.3 | 5 | 0 | 2
CC(=O)OC(C(=O)NCCc1ccccc1)c1cccnc1 (configuration not stated) | 12 | 5 | 3 | -3 | 0 | 0.7 | -2.2 | -21 | -1 | 0
CC(=O)Nc1ccc(Br)cc1C(=O)C(=O)O | 36* | 2 | 2 | -8 | -10 | -0.7 | -6.5 | 11 | -5 | -2
O=C(NCCc1ccccc1)C1CCCN1S(=O)(=O)c1ccc(F)cc1 (configuration not stated) | 8 | -3 | -8 | 3 | -3 | 1.6 | -1.4 | 1 | 9 | -2
Nc1ccc(S(=O)(=O)Nc2cnc3ccccc3n2)cc1 | 3&12 | -4&3 | 1&-2 | -5&-3 | 10&6 | 2.1&-0.9 | -0.5&-2.3 | 2&0 | 0&-2 | -4&-1
CN1CCN(C(=O)C2CC(c3ccc(F)cc3)=NO2)CC1 (configuration not stated) | 16 | -3 | -1 | 0 | 2 | -1.2 | -3.3 | 1 | -1 | -1
O=[N+]([O-])c1cccc(-c2noc(-c3cccs3)n2)c1 | -8 | -1 | 6 | 5 | -2 | -0.4 | 1.6 | 7 | -2 | -4
O=C(NC12CC3CC(CC(C3)C1)C2)c1ccccc1 | 3 | 6 | 6 | -1 | -2 | 1.2 | -0.6 | -10 | 0 | 0
CC(Sc1nnc(NC2CCCCC2)s1)C(=O)Nc1ccc2c(c1)C(=O)c1ccccc1C2=O (configuration not stated) | -59 | -4 | 3 | -4 | -11 | 0.3 | 12 | 4 | -1 | 6
COc1ccc2c(CC(=O)OCC(=O)Nc3sc4c(c3C#N)CCC(C)C4)coc2c1 (configuration not stated) | -8 | 5 | 2 | 4 | -4 | 1.7 | 1.4 | 11 | -3 | 3
O=C(Nc1ccccc1)N1CCCN(c2ccc(C(F)(F)F)cc2[N+](=O)[O-])CC1 | 2 | -3 | -2 | 7 | 2 | -1.0 | -0.4 | -1 | 0 | -3
O=C(c1ccccc1)c1cc2cc(Cl)ccc2[nH]1 | -28 | -7 | 2 | -1 | -2 | -2.8 | 5.0 | -12 | 3 | 0
OC1(C(F)(F)F)CC(O)(C(F)(F)F)n2nc(-c3ccccc3)cc2N1 (configuration not stated) | 4 | -3 | -1 | 0 | 0 | 0.2 | -0.8 | -33 | 0 | -4
NC(=O)C1CCN(C(=O)c2ccc(NC3=NC4CS(=O)(=O)CC4S3)cc2)CC1 (configuration not stated) | 12 | 7 | 1 | -1 | -1 | 0.7 | -1.9 | -35 | 11 | 1
Cc1cccc2cc(C(c3nnnn3Cc3ccccc3)N3CCN(c4ccccc4)CC3)c(=O)[nH]c12 (configuration not stated) | 11 | / | 0 | 1 | -4 | 2.1 | -2.1 | -5 | -1 | 1
CCCCN(C(=O)C1CCN(C(=O)c2ccccc2C)CC1)c1c(N)n(CC(C)C)c(=O)[nH]c1=O | 5 | -2 | -9 | 2 | 3 | -2.0 | -1.3 | -30 | 12 | -1
CCc1nc(Nc2ccc3c(c2)OCCO3)c2oc3ccccc3c2n1 | -9 | -5 | -3 | 0 | -1 | 1.5 | 1.9 | -6 | 2 | -3
Nc1c(C(=O)CSc2nccn2-c2cccc(F)c2)c(=O)[nH]c(=O)n1C1CC1 | 5 | -2 | 3 | -6 | -10 | 0.8 | -1.2 | 6 | 0 | 2
COC(=O)c1c(NS(=O)(=O)c2cccs2)sc2c1CCCC2 | 18 | / | -3 | 0 | -6 | 0.2 | -3.9 | -21 | -2 | 2
O=C(CSc1nnnn1-c1ccc2c(c1)OCCO2)N1CCc2ccccc21 | 2 | 1 | -1 | -6 | 2 | 0.7 | -0.3 | 12 | 4 | 2
NC(=O)/C(=C/c1ccc2c(c1)OCO2)NC(=O)c1ccco1 | -1 | 8 | 2 | 3 | -2 | 0.2 | 0.2 | 16 | 0 | -1
O=C(Nc1ccc(Nc2ccccc2)cc1)C(Cl)Cl | 1 | -2 | -8 | -4 | 8 | 1.5 | -0.1 | 2 | -1 | 5
Cn1c(-c2c(N)n(CCc3ccccc3)c3nc4ccccc4nc23)nc2ccccc21 | i | / | 7 | -2 | -18 | 2.3 | 250* | -14 | 4 | -2

Full records, looked up by structure:
O=C(Nc1ccc(Nc2ccccc2)cc1)C(Cl)Cl is entered as MOR-DOR inv ag = 1; CAL PDZ FP = -2; cardiac RTF act = -8; V-ATPase pHluor = -4; Cardiac RTF inh = 8; LANA DNA inh = 1.5; MOR-DOR ag = -0.1; HTR5A inv ctr = 2; HTR5A ag ctr = -1; Keap1 Nrf2 FP = 5
Cn1c(-c2c(N)n(CCc3ccccc3)c3nc4ccccc4nc23)nc2ccccc21 is entered as MOR-DOR inv ag = i; CAL PDZ FP = /; cardiac RTF act = 7; V-ATPase pHluor = -2; Cardiac RTF inh = -18; LANA DNA inh = 2.3; MOR-DOR ag = 250*; HTR5A inv ctr = -14; HTR5A ag ctr = 4; Keap1 Nrf2 FP = -2

Taken from above.
CCc1nc(Nc2ccc3c(c2)OCCO3)c2oc3ccccc3c2n1 in Cardiac RTF inh → -1
COc1ccc2c(CC(=O)OCC(=O)Nc3sc4c(c3C#N)CCC(C)C4)coc2c1 (configuration not stated) in LANA DNA inh → 1.7
CC(Sc1nnc(NC2CCCCC2)s1)C(=O)Nc1ccc2c(c1)C(=O)c1ccccc1C2=O (configuration not stated) in HTR5A inv ctr → 4
O=C(Nc1ccc(Nc2ccccc2)cc1)C(Cl)Cl in V-ATPase pHluor → -4
Nc1c(C(=O)CSc2nccn2-c2cccc(F)c2)c(=O)[nH]c(=O)n1C1CC1 in MOR-DOR inv ag → 5
NC(=O)C1CCN(C(=O)c2ccc(NC3=NC4CS(=O)(=O)CC4S3)cc2)CC1 (configuration not stated) in LANA DNA inh → 0.7
NC(=O)/C(=C/c1ccc2c(c1)OCO2)NC(=O)c1ccco1 in cardiac RTF act → 2

Following part:
SMILES | MOR-DOR inv ag | CAL PDZ FP | cardiac RTF act | V-ATPase pHluor | Cardiac RTF inh | LANA DNA inh | MOR-DOR ag | HTR5A inv ctr | HTR5A ag ctr | Keap1 Nrf2 FP
Cc1nn(-c2ccc(F)cc2)c(Cl)c1/C=C(/CC(=O)O)c1nc2ccccc2s1 | 12 | 1 | -1 | 5 | -9 | 1.1 | -2.5 | 3 | -1 | 3
Cc1cccc(Cl)c1OCCCn1ccnc1 | 11 | / | -2 | 0 | 0 | 1.5 | -2.3 | -4 | -4 | 3
COc1ccc(CNC(=O)CCn2cccc2)cc1 | 2 | 1 | -2 | 5 | 5 | -0.8 | -0.4 | 10 | 2 | -5
Cc1nc(NC(=S)NC(=O)c2cccs2)ccc1Br | 9 | / | 4 | -2 | -19 | -1.9 | -1.7 | 3 | -1 | -3
C/C(=N\n1cnnc1)c1ccc(C#N)cc1 | 18 | 4 | -4 | 1 | 0 | 0.6 | -3.5 | -6 | 2 | -2
Cc1nc2scc(-c3ccccc3)c2c(=O)n1/N=C/c1ccco1 | 4 | -1 | -3 | -1 | 3 | -1.6 | -0.8 | -26 | 10 | 1

An unsorted share of the library; any-hit rate near 2.8%.
